Screening data (PubChem)
ERK EGF block = inhibitors of EGF-stimulated ERK signaling pathway | Potency, µM (doses to about 11.5 µM), for the others: top-dose activity change, negative = inhibition, hits mostly inhibitors | HEK293-V1b, EGF-stimulated phospho-ERK AlphaScreen | hit rate 0.41% among 130,000; active = well fitted inhibition curve with a large enough effect; inconclusive = small, poorly fitted or top-dose-only effect, or effect the other way;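 also: plate controls were stimulated vehicle wells for no effect and unstimulated vehicle basal for full effect; nearly all actives have a fitted effect of over 55% in size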
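After overnight plating in 1% FBS, HEK293-V1b cells received test compound for half an hour, then a 5 min pulse of EGF (25 nM); ERK phosphorylation in lysates was read by bead-based AlphaScreen.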
Active calls of the source: *; ? = inconclusive; & = joins results of further samples; [ ] = dose if it differs, or a comment. Potency is read from the fitted curve at half-maximal effect.

ERK EGF block | molecule
-3.8% | O=[N+]([O-])c1ccc(Cc2nnc(-c3ccc(F)cc3)o2)cc1
-2.8% | COc1cccc(NC(=O)CN(Cc2ccccc2)S(C)(=O)=O)c1
? | CCC1=NN(C(=O)COc2ccccc2)C(O)(c2ccncc2)C1 (stereo not drawn)
8.9% | COc1ccc(NC(=O)CN(C)CC(=O)Nc2ccc(Cl)cc2F)cc1
-3.9% | O=C(NCc1ccccc1)c1ccccc1Br
-2.7% | C/C(=N\O)C(=O)NCCCn1ccnc1
-2.9%[57.5 µM] | Fc1ccc(Nc2nnns2)cc1
10.3% | COc1ccc(C(=O)Nc2c(C)ccc3nsnc23)cc1[N+](=O)[O-]
10.4%[57.5 µM] | CC(C)(CN1CCC(Cc2ccccc2)CC1)NS(=O)(=O)c1ccccc1
-7.5%[57.5 µM] | O=S(=O)(c1ccc(C(F)(F)F)cc1)N1CCCN(c2ccc(C(F)(F)F)cn2)CC1
-8.6% | Cc1ccc(C(c2nnnn2C2CCCC2)N2c3ccccc3CC2C)cc1 (stereo not drawn)
? | CCCOc1ccc(/C=C2\SC(=S)N(CC3CCCO3)C2=O)cc1 (stereo not drawn)
4.1% | CCCC(=O)C1=C(O)C(C(=O)OC)C(C)(C)CC1=Nc1ccc(OC)cc1 (stereo not drawn)
-6.2%[57.5 µM] | COc1ccc(NC(=O)c2ccc(CNc3c(N4CCCC4)c(=O)c3=O)cc2)cc1Cl
-9.9%[57.5 µM] | COc1cc2[nH]c3c(=O)n(CCN4CCOCC4)cnc3c2cc1OC
1.7% | COCCSc1nnc(NC(=O)c2cc(C(=O)OC)cc([N+](=O)[O-])c2)s1
-3.7% | O=C(COC(=O)C12CC3CC(CC(C3)C1)C2)Nc1ccccc1F
2.4%[57.5 µM] | C/C(=N\NC(=O)CN1CCN(Cc2ccccc2)CC1)c1cccs1
1.7% | COC(=O)c1ccc(-c2ccc(/C=N/N3C(=O)C4C5C=CC(CC5)C4C3=O)o2)cc1 (stereo not drawn)
? | CC(C)N=c1scc(-c2cccs2)n1/N=C/c1ccc(O)c(O)c1O
-4.5% | COc1ccc(CCNC(=O)Cn2cnc3c(nnn3Cc3ccccc3F)c2=O)cc1OC
-0.9% | O=C(Cc1ccccc1F)Nc1cccc2cccnc12
-23.0% | O=C(CCCCCNC(=O)c1ccccc1)N/N=C/c1ccccc1O
1.4% | Nc1nc(-c2ccc(Cl)cc2)nn1C(=O)c1cccs1
-4.9% | CN1CCN(C(=O)CCc2ccc(S(=O)(=O)NC3CCCCC3)cc2)CC1

Remaining list, next part:
ERK EGF block | molecule
1.7% | CCN(CC)S(=O)(=O)c1ccc(NC(=O)c2cc(-c3cccs3)nc3ccccc23)cc1
-0.7% | Cc1nc(C)c(CCNC(=O)c2ccccc2)s1
-1.6% | Cc1c(Cl)cccc1N/C(SCC(=O)N1CCCCCC1)=C(/C#N)c1nc2ccccc2s1
-3.8% | COc1cnc(-c2ccccn2)nc1NC(C)C
7.9%[57.5 µM] | Cc1ccc(S(=O)(=O)CCc2nnc(NC(=O)C3CCCCC3)s2)cc1
0.7% | CC12CCC(C(=O)N(CC(O)CN3CCCCCC3)C1=O)C2(C)C (stereo not drawn)
-1.9% | COc1ccccc1NC(=O)COC(=O)c1ccccc1OCC(=O)Nc1ccc(SC(F)F)cc1
2.0% | CCOc1ccc(N2C(=O)CC(S/C(N)=N/N=C/c3cccs3)C2=O)cc1 (stereo not drawn)
? | CCOC(=O)C1=CN(CC2CCCO2)C=C(C(=O)OCC)C1c1ccccc1C(F)(F)F (stereo not drawn)
-4.8% | COc1ccc2c(c1)CCN=C2Cc1ccc(OC)c(OC)c1
-1.8% | O=C(COC(=O)[C@@H]1CCCN1S(=O)(=O)c1ccc(Cl)cc1)NCC(F)(F)F
-1.0% | O=C(CN1C(=O)CCS(=O)(=O)c2ccccc21)Nc1cccc(Cl)c1
-8.8% | O=C(O)CCCCCn1c(SCc2cc(=O)n3cc(Cl)ccc3n2)nc2ccsc2c1=O
-12.3%[57.5 µM] | C#CCOCCOCCOCCNc1nc(N2CCN(C(=O)[C@H]([C@@H](C)CC)n3cc([C@@H](N)CO)nn3)CC2)nc(N2CCN(C(=O)[C@H](Cc3cc4ccccc4[nH]3)n3cc([C@@H](N)C(C)CC)nn3)CC2)n1 (stereo partly drawn)
-7.7% | N#Cc1c(-c2ccccc2)c(C#N)c2nc3ccccc3n2c1N
2.5% | CC(C)NC(=O)COc1nncc2ccccc12
-0.4%&8.4% | NC1CCN(c2cccc(Cl)n2)CC1
-7.5%[57.5 µM] | O=C(O)/C=C(\Oc1ccccc1)C1(O)CCCCC1
8.3% | Cc1cc(C)nc(NCCCc2ccccc2)n1
-8.4% | COC(=O)c1c(NC(=S)NC(=O)c2ccco2)sc2c1CCCC2
3.4% | CC(C)OCCCNCC(O)c1ccccc1 (stereo not drawn)
-5.3% | Cc1[nH]nc2c1C(c1ccc(N(C)C)cc1)C1=C(CC(C)(C)CC1=O)N2 (stereo not drawn)
10.4%[57.5 µM] | CC(=O)CC1(O)C(=O)Nc2ccccc21 (stereo not drawn)
6.9%[57.5 µM] | O=C(c1nc2ccccn2c1CNCCCn1ncc2ccccc21)N1CCOCC1
3.8%[57.5 µM] | COc1ccc(CCN(C)Cc2nc(Cc3ccc(OC)c(OC)c3)no2)cc1OC

Quoted from the entries so far, two compounds:
ERK EGF block | molecule
6.9%[57.5 µM] | O=C(c1nc2ccccn2c1CNCCCn1ncc2ccccc21)N1CCOCC1
3.8%[57.5 µM] | COc1ccc(CCN(C)Cc2nc(Cc3ccc(OC)c(OC)c3)no2)cc1OC

Ordered by heavy-atom count (low to high): 3 of the compounds above
ERK EGF block | molecule
2.4%[57.5 µM] | C/C(=N\NC(=O)CN1CCN(Cc2ccccc2)CC1)c1cccs1
4.1% | CCCC(=O)C1=C(O)C(C(=O)OC)C(C)(C)CC1=Nc1ccc(OC)cc1 (stereo not drawn)
-1.6% | Cc1c(Cl)cccc1N/C(SCC(=O)N1CCCCCC1)=C(/C#N)c1nc2ccccc2s1

Going on with the list:
ERK EGF block | molecule
-1.5% | CNc1cc(OC)c(C(=O)N[C@@H]2CCN(Cc3ccccc3)[C@H]2C)cc1Cl
-11.3%[57.5 µM] | O=C(O)c1cccc(N(CCO)CCO)c1
-3.3%[57.5 µM] | CSc1ccc(NC(=O)NCc2ccccc2)cc1
-1.7% | CC(C(=O)NC1CCCC1)N(c1ccc(Oc2ccccc2)cc1)S(C)(=O)=O (stereo not drawn)
5.1% | COC(=O)CCC(=O)Nc1nccs1
28.6%[57.5 µM] | COc1ccc(C2CC(=O)c3cc(OC)c(OC)cc32)cc1OC (stereo not drawn)
-7.0%[57.5 µM] | CCOC(=O)C1C(=O)CC(C)(O)C(C(=O)OCC)C1/C=C/c1ccccc1 (stereo not drawn)
-16.4%[25.7 µM] | Cc1cc2c(cc1S(N)(=O)=O)S(=O)(=O)CCC2
24.4%[57.5 µM] | Cc1nn(C)c(NC(=O)c2ccc([N+](=O)[O-])cc2)c1Cl
-5.6% | Cc1cc(C)cc(C(=O)N(CCc2ccccc2)C2=CC3CCC(C2)N3C)c1 (stereo not drawn)
-2.2% | COc1ccc2c(CC(=O)OCC(=O)Nc3ccccc3[N+](=O)[O-])coc2c1
? | O=C(O)CSCc1cnn(-c2ccccc2)c1-n1cccc1
-4.7% | COc1ccc(-c2noc(=O)[nH]2)cc1
0.4% | O=[N+]([O-])c1ccc2nc(-c3ccc(OC(F)F)cc3)cn2c1
-5.7% | COCCCNC(=S)Nc1ccc(N2CCCCC2)cc1
8.0%[57.5 µM] | O=C(Nc1ccccc1N1CCOCC1)C1CCN(S(=O)(=O)c2ccc(Cl)cc2)CC1
-2.9% | CS(=O)(=O)N1CCN(c2ccc(NC(=S)NC(=O)c3ccc4c(c3)OCO4)cc2)CC1
0.5% | O=C(/C=C/c1ccco1)NC1CCCC1
-14.1% | Cc1ccccc1C1=N/C(=C/c2cccnc2)C(=O)O1
1.2% | COc1ccccc1/C=N/NC(=O)c1ccccc1NS(=O)(=O)c1ccc(C)cc1
10.5% | COc1ccccc1NC(=O)Cn1c(=O)n(CCc2c[nH]c3ccccc23)c(=O)c2cccnc21
-3.9% | NS(=O)(=O)c1ccc(CCNC(=O)/C=C/c2ccccc2[N+](=O)[O-])cc1
2.5% | CC1C2CC(C/C2=N/NC(=O)c2cccs2)C1(C)C (stereo not drawn)
7.0% | Cc1nc(N)sc1-c1csc(Nc2ncccn2)n1
-5.2% | Cc1c(-c2ccc(Cl)cc2)noc1C1CCN(CCc2ccccc2)CC1

Another view of part of the listing above.
| canonical_smiles | ERK EGF block |
| --- | --- |
| CCOC(=O)C1C(=O)CC(C)(O)C(C(=O)OCC)C1/C=C/c1ccccc1 (stereo not drawn) | -7.0%[57.5 µM] |
| Cc1cc2c(cc1S(N)(=O)=O)S(=O)(=O)CCC2 | -16.4%[25.7 µM] |
| Cc1nn(C)c(NC(=O)c2ccc([N+](=O)[O-])cc2)c1Cl | 24.4%[57.5 µM] |
| Cc1cc(C)cc(C(=O)N(CCc2ccccc2)C2=CC3CCC(C2)N3C)c1 (stereo not drawn) | -5.6% |
| COc1ccc2c(CC(=O)OCC(=O)Nc3ccccc3[N+](=O)[O-])coc2c1 | -2.2% |

Other entries:
ERK EGF block | molecule
-3.8% | CCn1nc(C)c(CN2CCN(Cc3ccsc3)C(CCO)C2)c1C (stereo not drawn)
3.0% | Nn1c(COc2ccc(Cl)cc2)n[nH]c1=S
0.7% | COc1ccc(NC(=O)c2ccc([N+](=O)[O-])cc2[N+](=O)[O-])c(OC)c1
4.3% | O=C(COc1ccc(F)cc1)Nc1nccs1
2.9%[57.5 µM] | N#CCCN(C(=O)CSc1nc2nc(-c3cccs3)cc(C(F)(F)F)c2c(=O)[nH]1)c1ccccc1
-2.2% | COc1cccc(/C=N/n2c(-c3ccco3)nc3ccccc3c2=O)c1OC
0.8% | N#C/C(=C\c1cn(Cc2cccc(F)c2)c2ccccc12)C(=O)NCc1ccco1
-4.2% | COc1cc(C(=O)NCC(=O)N/N=C(/C)c2ccc3c(c2)CCCC3)cc(OC)c1OC
0.1% | CCN(CC)CCN1C(=O)C(=O)/C(=C(/O)c2ccc(Cl)cc2)C1c1ccncc1 (stereo not drawn)
-10.0% | CN1/C(=C\C(=O)COC(=O)c2ccco2)C(C)(C)c2ccccc21
-11.4%[57.5 µM] | COc1ccccc1N(Cc1cc(=O)[nH]c2ccccc12)C(=O)c1ccc([N+](=O)[O-])cc1
-4.4% | CCC/C(=N/NC(=O)c1cccc(Cl)c1)c1ccccc1
0.3% | Cc1ccc(Cl)cc1-c1ccc(C=Nc2ccc(N3CCOCC3)cc2)o1
3.7% | NC(=O)NC(=O)COC(=O)c1ccc(OC(F)(F)F)cc1
-1.7% | COC(=O)CSc1[nH]c2ccc(Br)cc2c1[N+](=O)[O-]
-21.6% | COc1ccc(OCCC(=O)N2CCOCC2)cc1
-9.5%[57.5 µM] | COc1ccc(CCN2C(=S)N(C)C(=O)C2CC(=O)Nc2ccc(F)cc2)cc1 (stereo not drawn)
-1.8% | COCCNC(=O)C(c1cccs1)N(C(=O)Cn1nnc2ccccc21)c1ccc(OC)cc1 (stereo not drawn)
1.3%[57.5 µM] | CCOC(=O)c1cc(-c2csc(Nc3c(C)cc(C)cc3C)n2)on1
-4.0%[57.5 µM] | COC(C[C@@H]1O[C@@H]1[C@H](O)[C@H](C)OCc1ccccc1)OC
-0.3% | CC(=N[C@@H]1CCCC[C@H]1N=C(C)c1ccccc1O)c1ccccc1O
-3.3% | O=S(=O)(c1ccccc1)C1CON(Cc2ccccc2)C1c1ccccc1 (stereo not drawn)
-1.6%[57.5 µM] | O=C1CCCN1CCCNS(=O)(=O)c1ccc(F)cc1F
18.8% | Cc1ccccc1NC(=S)NCCc1ccccc1
0.2% | O=C(c1ccccn1)N1CCN(S(=O)(=O)c2ccc3ccccc3c2)CC1

Additional structures follow:
ERK EGF block | molecule
-7.7% | O=C(O)c1cc(-c2cccs2)nn1-c1ccccc1
? | O=C(NC1CCCCCC1)C(=S)NC1CCCCC1
2.3%[57.5 µM] | CC(=O)COc1nc2c(c(-c3ccco3)c1C#N)CCc1ccccc1-2
4.1% | COC(=O)c1ccnc(/C=N/O)c1
4.2% | COc1ccc(NC(=O)CN(C)CC(=O)Nc2cccc(C(F)(F)F)c2)cc1
-6.4% | O=S(=O)(NCc1ccccc1F)c1cccc(S(=O)(=O)N2CCOCC2)c1
-6.4% | CC1CC(CC(=O)NNc2nc(-c3ccccc3)cs2)C(=O)O1 (stereo not drawn)
17.3% | O=c1ccc2ccc(O)cc2o1
-4.0%[57.5 µM] | COc1ccccc1OCCSc1nc(C)c(Cc2ccccc2)c(=O)[nH]1
2.0% | CN(C)c1nc(N)c([N+](=O)[O-])c(NCCO)n1
-1.2%[57.5 µM] | CCOc1ccc(OCC)c(NC(=O)CCSCCc2ccccn2)c1
6.1% | Cc1cc(NC(=O)C2CCN(S(=O)(=O)Cc3ccccc3)CC2)ccc1-n1cnnn1
51.2% | CN(C)c1ncnc2ccc(-c3ccccc3C#N)cc12
10.8% | CCC(=O)NCCc1nc2ccccc2n1Cc1ccccc1
-3.1%[57.5 µM] | CCOc1cc2oc(=O)c3c(c2cc1Cl)CCC3
1.4% | C=C(N(C)C)[C@]1(C)C[C@H]1[C@H](NC(=O)CNC(=O)OCc1ccccc1)c1ccccc1
-1.9% | COc1ccc(NC(=S)N(CCCN2CCOCC2)Cc2ccccn2)cc1
4.3% | CC1(C)Cc2nc3sc4c(N(CCO)CCO)nnnc4c3cc2CO1
3.0% | Cn1cc(P(=S)(N2CCOCC2)N2CCOCC2)cc1P(=S)(N1CCOCC1)N1CCOCC1
-5.8% | Cc1cccc(-n2c(-c3ccncc3)n[nH]c2=S)c1C
7.6%[57.5 µM] | CC(=O)NC(=S)Nc1ccc(NC(=O)c2cccnc2)cc1
-0.1% | CC1=CS(=O)(=O)CC1Sc1ncn[nH]1 (stereo not drawn)
2.9% | COc1ccc2c(c1)O[C@H](c1ccc3c(c1)OCO3)[C@@H](OC(=O)NCCc1ccc(OC)c(OC)c1)C2=O
-4.0% | O=C(CSc1nc2ccccc2c(=O)n1CCC(=O)N1CCCCC1)NCc1ccccc1
-4.3% | CCc1cc(C(N)=S)ccn1

An excerpt; rates above refer to the full screens.
